# From PubChem BioAssay
# DENV2 CPE: protects cells from dengue virus 2 cytopathic effect; DENV2-infected cells, cytopathic effect rescue, plate reader; CPE inhibition, % at 9.99 µM; hit rate 1.7% among 350,000; AID 651640; in the data active = CPE inhibition above about 20%, passing the limit was not always enough; inconclusive = no clear call, values can overlap the other calls; tested in BHK-21 cells;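 also: 0% = median of neutral control wells and 100% = median of positive control wells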
# LGR2 antag: inhibitors of bursicon-induced Drosophila LGR2 receptor cAMP signaling; inhibition, % at 9.99 µM; AID 720647; hit rate 0.35% among 380,000; HEK293 LGR2, CRE-luciferase, bursicon-stimulated, 4 h;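 active = drop in luminescence signal, shown as inhibition above about 50% in the replicate tests, limit read from the data, passing the limit was not always enough; inconclusive = probably only some replicates passing the limit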;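 also: agonist challenge used bursicon conditioned medium at about half maximal strength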
# PAX8 reporter: lowers PAX8-driven luciferase in RMG-I cells. RMG-I TPO-luciferase reporter, SteadyGlo, 24 h. inhibition, % at 12.6 µM. hit rate 1.2% among 360,000. AID 652154;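 active = mean replicate inhibition at least 60% with every replicate also reaching 60%; inconclusive = only one of the two criteria is met; inactive = mean below 60% and not all replicates reaching 60%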;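 also: luciferase light reporting Pax8 driven TPO promoter activity; plate controls were median of neutral control wells for no effect and mitoxantrone controls for full effect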
# Casp6 inh: inhibitors of human caspase-6; inhibition, % at 12.5 µM; purified caspase-6, Z-VEID-R110 cleavage fluorescence; hit rate 0.53% among 350,000; P55212; AID 686996;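 active = mean inhibition across replicates at least about 35%, with every replicate also reaching that limit, limit read from the data; inconclusive = only one of the two criteria met; inactive = neither criterion met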;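 also: 0% = median of neutral control wells and 100% = no fluorescence left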
# Target sequence (P55212 24-179 limits assumed): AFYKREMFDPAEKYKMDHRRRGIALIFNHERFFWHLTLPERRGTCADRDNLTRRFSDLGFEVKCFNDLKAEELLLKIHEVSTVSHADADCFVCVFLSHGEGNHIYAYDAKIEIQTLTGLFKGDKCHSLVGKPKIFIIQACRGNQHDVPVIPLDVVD
# Target sequence (P55212 194-293 limits assumed): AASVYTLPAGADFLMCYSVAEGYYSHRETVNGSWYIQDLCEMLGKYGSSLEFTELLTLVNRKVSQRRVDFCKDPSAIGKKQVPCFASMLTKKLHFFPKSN
# ARNT TACC3 PPI: disruptors of human ARNT/TACC3 interaction; inhibition, % at 9.99 µM; AID 623870; hit rate 0.66% among 390,000; Q9Y6A5; AlphaScreen His-ARNT PAS-B/GST-TACC3 binding, luminescence; TACC3 fragment carries E629A point mutation;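 active = mean inhibition of replicates at least 50% and at least half of replicates each reaching 50%; inconclusive = half or more replicates reach 50% but mean below 50%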;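 also: 0% = complete ARNT plus TACC3 wells and 100% = ARNT alone without TACC3; many hits fall short of the cut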
# SIRT5 inh: blocks human SIRT5 desuccinylation of peptide; Q9NXA8; hit rate 1.1% among 330,000; inhibition, % at 15 µM; AID 652115; Purified SirT5, succinyl-peptide AMC, trypsin-coupled fluorescence; in the data active = inhibition above about 15%; inconclusive = no clear call, values can overlap the other calls
# Target sequence (Q9NXA8 whole entry, looked up): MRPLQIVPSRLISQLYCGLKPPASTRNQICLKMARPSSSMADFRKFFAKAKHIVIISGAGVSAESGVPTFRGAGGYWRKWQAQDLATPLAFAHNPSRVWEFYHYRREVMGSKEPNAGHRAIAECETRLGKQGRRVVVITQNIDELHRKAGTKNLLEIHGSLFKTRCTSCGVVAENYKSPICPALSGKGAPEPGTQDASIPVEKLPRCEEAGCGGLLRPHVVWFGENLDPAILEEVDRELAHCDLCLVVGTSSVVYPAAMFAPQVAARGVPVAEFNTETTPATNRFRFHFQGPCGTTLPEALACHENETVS
# EWS-Fli block: inhibitors of EWS/Fli oncoprotein transcriptional activity; A673 NR0B1-luciferase reporter, viability-normalised; inhibition, % at 12.6 µM; hit rate 0.67% among 350,000; AID 651661;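 active = mean inhibition of at least 50% after viability correction, with every replicate also passing that limit; inconclusive = mean reaches 50% but only one of two replicates passes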;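 also: firefly luciferase signal divided by Alamar Blue viability fluorescence both relative to DMSO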
# * marks the source's active call; other numbers are inactive results; ? = inconclusive; · = no result given; & = joins results of further samples.
# Below each compound – DENV2 CPE	LGR2 antag	PAX8 reporter	Casp6 inh	ARNT TACC3 PPI	SIRT5 inh	EWS-Fli block
1: CC(=O)c1ccc(/C=C/c2nc3ccccc3n2C)o1
→ -5	·	-92	1	·	-8	-48
2: CC1(C)O[C@@H]2[C@H](O1)[C@@H](COS(=O)(=O)O)O[C@H]2n1c(=S)[nH]c2c(=O)[nH]c(N)nc21
→ -14	-3	-45	17	-6	·	-3
3: CCCC1CC(=O)NC1(C(=O)OCC)C(=O)OCC (centres undefined)
→ -3	-20	4	-1	·	0	6
4: COc1ccc(S(=O)(=O)N(C)C[C@@H]2Oc3ccc(NC(=O)NC4CCCCC4)cc3CC(=O)N([C@@H](C)CO)C[C@@H]2C)cc1
→ 0	6	·	-1	3	5	3
5: C[C@@H]1CN([C@@H](C)CO)C(=O)c2cc(NC(=O)Nc3ccc(C(F)(F)F)cc3)ccc2O[C@@H](C)CCCCO[C@H]1CN(C)Cc1ccc(C(=O)O)cc1
→ 9	22	-1	-2	5	3	-9
6: C[C@@H]1CN([C@@H](C)CO)C(=O)c2cc(/C=C/c3ccccc3)cnc2O[C@@H]1CN(C)C(=O)c1ccccc1
→ -3	13	·	12	0	-15	-11
7: COc1ccc(CC(=O)NCc2cccc(CNC(=O)Cc3ccc(OC)c(OC)c3)c2)cc1OC
→ 0	2	21	-1	30	-3	3
8: C[C@@H]1CCCCO[C@@H](CN(C)S(=O)(=O)c2cccs2)[C@@H](C)CN([C@@H](C)CO)C(=O)c2cc(N(C)C)ccc2O1
→ 1	1	-5	3	0	3	5
9: CN(C)C=Nc1ccc(Cl)c(Cl)c1
→ 10	-20	2	-4	·	-5	-2
10: COc1ccccc1CN1C(=O)c2ccncc2C1=O
→ 0	3	·	2	-11	-3	9
11: CO[C@@H](CN(C)C(=O)Nc1ccc(Cl)cc1)[C@H](C)CN(Cc1ccccc1Cl)[C@H](C)CO
→ 2	0	·	2	-1	5	5
12: Cc1ccc(S(=O)(=O)Nc2ccccc2N=Cc2c(F)c(F)c(F)c(F)c2F)cc1
→ ?	4	28	0	-4	-1	4
13: CCC(=O)NC(=S)Nc1cc(C(=O)O)ccc1OC
→ -4	-11	-6	3	-10	-8	-15
14: C=CCSc1nc(C)cc(C(=O)OCC)c1C#N
→ 10	-3	-41	2	1	1	2
15: COc1ccc2nc(NNC(=O)C3COc4ccccc4O3)sc2c1 (centres undefined)
→ ?	-5	-1	0	12	12	3
16: COc1ccc2c3c(n(C)c2c1)[C@@H](CO)N(C(=O)NC(C)C)CC31CN(CC2CCOCC2)C1
→ 13	-1	·	1	·	-2	-5
17: CC(NCc1ccccc1Cl)C(=O)Nc1ccc(S(=O)(=O)N2CCCC2)cc1 (centres undefined)
→ ·	-5	5	·	1	·	·
18: CC(C)NC(=O)Nc1ccc2c(c1)C(=O)N([C@H](C)CO)C[C@@H](C)[C@H](CN(C)Cc1ccc(C(=O)O)cc1)O2
→ -3	-19	-4	-1	-1	5	-3
19: Cc1cccc(-c2nnc(SCC(=O)N3CCCC3)o2)c1
→ 16	1	-107	-1	1	1	-61
20: CN=CC1=C(O)C(C(=O)OC)C(C)(C)CC1=O (centres undefined)
→ 8	6	4	1	-6	-1	10
21: CCN1CCN(Cc2ccc(NC(=O)c3ccc(C)c(NC(=O)C[C@@H]4NC(=O)[C@H](Cc5ccccc5)NC4=O)c3)cc2C(F)(F)F)CC1
→ 14&-3	-12&3	4&-23	-17&-8	-1	-7&-1	3&-12
22: CO[C@@H]1CN(C)C(=O)c2cc(NC(=O)C3CC3)ccc2OC[C@H](C)N(C(=O)CN(C)C)C[C@@H]1C
→ 1	-16	·	0	-5	2	-5
23: C[C@@H](NC(=O)C[C@@H]1C=C[C@H](NC(=O)C2CCC2)[C@H](CO)O1)c1ccccc1
→ -10	4	1	2	-1	3	-7
24: C#CCNC(=O)c1ccc2sc([C@@H]3O[C@H](CO)[C@H](O)[C@H](O)[C@H]3O)nc2c1
→ 3	0	-14	1	·	·	11
25: COc1ccc(NS(=O)(=O)c2ccc3ccccc3c2)c2ncccc12
→ 0	9	55	-3	12	-1	37
26: CCOc1ccc(N2C(=O)CC(NNc3nc4ccccc4s3)C2=O)cc1 (centres undefined)
→ 4	3	-9	0	2	0	-2
27: COc1ccc(OC2CCN(S(=O)(=O)c3ccc(OC)cc3)CC2)cc1
→ -1	5	10	-7	1	1	21
28: CCCN(c1ccc(C(C)C)cc1)S(=O)(=O)c1c(C)[nH]c(=O)[nH]c1=O
→ 1	-2	·	3	-1	14	8
29: CC(C)CNC(=O)NC(=O)COC(=O)C1CSC2(c3ccc(F)cc3)CCC(=O)N12 (centres undefined)
→ 4	-25	-2	1	26	-2	9
30: Cc1ccc(S(=O)(=O)N2[C@@H]3CNC[C@H]2C3c2ccc(-c3cccc(C#N)c3)cc2)cc1 (some centres undefined)
→ -8&-3	0&-5	-4	1	·	-2&4	45
31: CCOC(=O)[C@H]1[C@H]2COc3ccc(OC)cc3[C@@H]2N2C(=O)CN(CC3CCCO3)C(=O)[C@@]12C (some centres undefined)
→ ?	-1	-3	2	4	-1	-3
32: CC1(C)CC(=O)C(C(C2=C(O)CC(C)(C)CC2=O)c2ccc(Br)s2)C(=O)C1 (centres undefined)
→ 5	26	0	1	16	0	27
33: CN(C)CC(=O)N[C@H]1CC[C@H](CCNC(=O)C2CCCC2)O[C@@H]1CO
→ -16	1	7	-65	-3	3	7
34: Cn1c(C(=O)N2CCC(C(N)=O)CC2)cc2cc(Cl)ccc21
→ -1	31	3	1	20	-4	11
35: CC1CCCC(C)N1C(=O)COC(=O)CNC(=O)c1ccccc1 (centres undefined)
→ -2	5	19	1	-10	-1	-3
36: COc1cc(/C=C2/C(=N)N3N=C(C(C)C)SC3=NC2=O)ccc1OS(=O)(=O)c1ccccc1
→ -3	6	-10	12	29	4	-20
37: COc1ccc(C2/C(=C(/O)c3ccc4c(c3)CC(C)O4)C(=O)C(=O)N2CCCn2ccnc2)cc1 (centres undefined)
→ 1	5	-2	·	15	2	-1
38: Cc1ccc(-c2csc(NC(=O)/C=C/c3cccs3)n2)cc1C
→ 6	7	6	-4	0	4	-4
39: Cc1cc(NC(=O)CSc2n[nH]c(=O)[nH]c2=O)ccc1Br
→ -4	18	13	1	-9	-4	-8
40: CCc1cc2c(=O)[nH]c(-c3ccccn3)nc2s1
→ 4	1	-24	-2	76*	9	-7

# The final 3 compounds of the section before lead into the next.
# Below each compound – DENV2 CPE	LGR2 antag	PAX8 reporter	Casp6 inh	ARNT TACC3 PPI	SIRT5 inh	EWS-Fli block
38: Cc1ccc(-c2csc(NC(=O)/C=C/c3cccs3)n2)cc1C
→ 6	7	6	-4	0	4	-4
39: Cc1cc(NC(=O)CSc2n[nH]c(=O)[nH]c2=O)ccc1Br
→ -4	18	13	1	-9	-4	-8
40: CCc1cc2c(=O)[nH]c(-c3ccccn3)nc2s1
→ 4	1	-24	-2	76*	9	-7
41: CCNC(=S)N/N=C(\C)c1ccc(Cl)s1
→ ·	6	-15	·	3	·	·
42: O=C(O)c1cccc(Nc2nc(-c3cccnc3)nc3ccccc23)c1
→ -4	3	-9	15	33	1	10
43: CCN(CC(=O)Nc1cc(Cl)ccc1OC)CC(=O)NC1CCS(=O)(=O)C1 (centres undefined)
→ ?	8	4	0	-3	2	11
44: C[C@@H]1CN([C@H](C)CO)C(=O)c2cccc(NC(=O)c3ccc(-c4nccs4)cc3)c2O[C@@H]1CN(C)CC1CC1
→ 2	-2	·	·	-5	2	-3
45: CCCn1c(SCC(=O)Nc2cc(S(=O)(=O)N3CCOCC3)ccc2OC)n[nH]c1=O
→ 2	-7	27	4	0	-6	-1
46: CN(C)CCn1c(COc2ccccc2)nc2ccccc21
→ 19	9	-12	2	5	-1	3
47: CC(C)(C)[S@@](=O)N1Cc2cc(C(=O)NCc3ccccc3F)nc(-c3cccc(-c4cncnc4)c3)c2[C@H]1CCO
→ ·	·	15	0	-6	1	-8
48: CCOC(=O)C1(C)C=C(Nc2ccc(OCC)cc2)C(=O)N1c1ccccc1 (centres undefined)
→ 0	-12	-64	-5	-1	1	-19
49: Cc1ccc(S(=O)(=O)N(C)C[C@@H]2Oc3ccc(NS(=O)(=O)c4ccc(F)cc4)cc3C(=O)N([C@H](C)CO)C[C@@H]2C)cc1
→ -12	-18	5	·	5	·	2
50: O=C(CCNS(=O)(=O)c1c(Cl)cccc1Cl)OCC(=O)c1ccccc1F
→ ·	-7	7	·	-4	·	·
51: C[C@@H]1CN([C@@H](C)CO)C(=O)c2cc(NC(=O)CCCCCC(=O)Nc3ccccc3N)ccc2O[C@H]1CN(C)C(=O)Nc1ccc(F)cc1
→ -7	2	-11	0	·	·	-2
52: Cc1cccn2c(=O)c(/C=C(\C#N)C(=O)NCc3ccco3)c(N3CCCCC3)nc12
→ -16	22	-10	0	-4	-2	8
53: O=C(C1=C[C@@H](c2csc3ccccc23)C[C@@H](OCc2ccc(CO)cc2)O1)N1CCOCC1
→ 10&3	-1	-13&-70	1&2	1&3	1	8&17
54: CCOC(=O)c1c(NC(=O)COC(=O)c2cnc(C)cn2)sc(C(=O)N(C)C)c1C
→ -9	4	-9	1	3	-2	-2
55: CCN(CC(=O)NCc1ccc(Cl)cc1)C(=O)c1cc2ccccc2o1
→ -5	3	7	4	-1	2	-12
56: Cc1cc(C)nc(Sc2ccc(C=O)cc2[N+](=O)[O-])n1
→ -5	-1	-2	4	-4	-3	-9
57: CCCC(=O)Nc1ccc2c(c1)OC[C@@H](C)N(Cc1ccccc1OC)C[C@@H](C)[C@H](OC)CN(C)C2=O
→ -2	8	-8	3	-2	-1	5
58: CO[C@H](C(=O)N(C)C[C@@H]1OCc2ccccc2-c2c(n(C)c3ccccc23)C(=O)N([C@@H](C)CO)C[C@@H]1C)c1ccccc1
→ -2	5	5	1	-1	-4	2
59: Cc1cc(C)c(S(=O)(=O)n2ccc3ccccc32)c(C)c1
→ ·	6	30	·	-5	·	·
60: COc1ccc(-c2cc(C)no2)cc1S(=O)(=O)N1CCN(c2ccccn2)CC1
→ -2	5	1	0	6	0	1
61: Cn1c(=O)c2c(ncn2CC(O)CNc2cccc(Cl)c2)n(C)c1=O (centres undefined)
→ -4	7	8	0	-23	1	11
62: Cc1ccc2oc(=O)n(CCOc3ccccc3Cl)c2c1
→ 19	10	3	0	-3	-2	-10
63: Cc1cccc(C(=O)N/N=C2\CS(=O)(=O)N(C)c3ccsc32)c1
→ ·	-15	17	-2	10	-7	37
64: C[C@H]1CN([C@@H](C)CO)C(=O)c2cc(-c3cccc(C#N)c3)cnc2O[C@@H]1CN(C)Cc1ccccc1
→ ?	4	9	-1	-5	-3	-1
65: O=C(C[C@H]1CC[C@H]2[C@@H](COC[C@H](O)CN2Cc2cccc(C(F)(F)F)c2)O1)NCCc1ccncc1
→ -5	8	-7	·	0	·	4
66: COc1cccc(CN2CCN(Cc3ccc(OC)c(OC)c3)CC2CCO)c1 (centres undefined)
→ 2	-52	-12	·	5	-8	8
67: CCCNC(=O)C[C@H]1CC[C@H]2[C@@H](COC[C@@H](O)CN2Cc2cccc(F)c2)O1
→ 4	-8	10	-3	-2	-2	3
68: O=C1C(=Cc2cccs2)C(=O)c2ccccc21
→ -1	-10	19	3	-8	0	8
69: C[C@@H]1CN([C@H](C)CO)C(=O)c2cc(N(C)C)ccc2O[C@@H]1CN(C)Cc1ccc(C(=O)O)cc1
→ 20	10	3	0	·	1	-1
70: CC(C)(C)[S@@](=O)N1Cc2cc(C(=O)NCc3ccccn3)nc(-c3cccc(-c4ccccc4F)c3)c2[C@H]1CCO
→ 5	10	-4	-2	0	1	10
71: COc1ccc(CN(C)C[C@H]2OCCCC[C@@H](C)Oc3ccc(NC(=O)Nc4c(C)noc4C)cc3C(=O)N([C@H](C)CO)C[C@H]2C)cc1
→ 16	9	-1	1	7	5	-12
72: N=c1oc2ccc(Cl)cc2cc1C(=O)NC1CCCCCC1
→ -9	0	19	2	-1	-2	-10
73: C[C@@H]1CCCCO[C@H](CN(C)Cc2ccccc2)[C@@H](C)CN([C@H](C)CO)C(=O)c2cc(NS(=O)(=O)c3cn(C)cn3)ccc2O1
→ 2	1	6	-1	-30	4	-9
